Pf growth 96h – P. falciparum growth inhibition at 96 hours | P. falciparum luciferase reporter growth, 96 h | 320,000 compounds, 6.9% hits | Potency, µM (series often up to 28.7 µM), for inactives: at the top dose activity change, negative = inhibition, actives largely listed as inhibitors | AID 504834; note: potency is the fitted concentration of half-maximal effect; % is set by controls: 0 for no effect and ±100 for the full control effect
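Two-generation exposure (96 h) targets delayed-death phenotype. Reporter parasites carrying integrated firefly luciferase, in red cells at 2% hematocrit and 0.05% parasitemia final, kept at 37 C, 5% CO2; luminescence loss indicates inhibition.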
Pf growth 48h – inhibits P. falciparum growth in the first generation, 48 h; AID 504832; P. falciparum luciferase growth in erythrocytes, 48 h; Potency, µM (doses to about 28.7 µM), for inactives: at the highest dose activity change, negative = inhibition, most hits filed as inhibitors; 310,000 compounds, 5.9% hits; note: potency is the fitted concentration of half-maximal effect; % is set by controls: 0 for no effect and ±100 for the full control effect
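A one-generation exposure of luciferase-tagged malaria parasites in RPMI 1640/Albumax erythrocyte culture, 37 C and 5% CO2. Inhibition is inferred from decreased luminescence after adding detection reagent.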
LmPK inhibitor – LmPK (Leishmania mexicana) enzyme inhibition; 290,000 compounds, 0.37% hits; AID 1721; Potency, µM (highest dose often 57.5 µM), for the others: top-dose activity change, negative = inhibition, actives largely listed as inhibitors; purified LmPK, Kinase-Glo ATP luminescence, 1 h; note: potency is the fitted concentration of half-maximal effect; % is set by controls: 0 for no effect and ±100 for the full control effect
Target sequence (Q27686 whole entry, looked up): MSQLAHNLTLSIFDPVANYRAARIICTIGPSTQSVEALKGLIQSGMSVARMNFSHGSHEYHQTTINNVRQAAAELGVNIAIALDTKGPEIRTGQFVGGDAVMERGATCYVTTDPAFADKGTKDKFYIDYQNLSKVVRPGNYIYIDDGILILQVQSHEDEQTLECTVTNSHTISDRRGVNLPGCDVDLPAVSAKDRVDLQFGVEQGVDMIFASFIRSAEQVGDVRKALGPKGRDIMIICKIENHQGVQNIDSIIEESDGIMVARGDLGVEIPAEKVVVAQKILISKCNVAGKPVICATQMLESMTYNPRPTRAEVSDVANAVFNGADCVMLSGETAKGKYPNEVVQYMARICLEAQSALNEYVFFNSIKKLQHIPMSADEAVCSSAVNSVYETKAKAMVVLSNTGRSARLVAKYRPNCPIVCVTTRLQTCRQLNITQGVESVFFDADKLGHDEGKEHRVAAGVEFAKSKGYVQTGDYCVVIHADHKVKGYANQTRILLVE
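0.1 nM LmPK, 0.5 mM PEP, 0.1 mM ADP; 50 mM imidazole pH 7.2, 7 mM MgCl2, 50 mM KCl; 1 h RT. Kinase-Glo luminescence readout, normalized to no-enzyme (full inhibition) and uninhibited wells.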
Cycloheximide cs – affects cycloheximide protein synthesis inhibition readout, counter-screen. cell reporter, cycloheximide protein synthesis inhibition counterscreen. max response, %. 300,000 compounds, 12% hits. AID 2314; in the data active = max response mostly above about 13%, no sharp cut-off; inactive = mostly below about 14%; note: read at 38.3 µM for the half of the compounds with a filed dose; 0% is about no effect
HCV inh – blocks hepatitis C virus; Huh7.5.1 HCVcc-Cre infection, luciferase reporter, 44 h; Potency, µM (highest dose often 41.8 µM), inactives show at the top dose activity change, negative = inhibition, hits mostly inhibitors; 340,000 compounds, 3.4% hits; AID 651820; note: potency is the fitted concentration of half-maximal effect; % is set by controls: 0 for no effect and ±100 for the full control effect
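After 44 h co-culture of compound, cells and HCVcc-Cre (~0.5 moi), substrate is added for 15 min at room temperature and luciferase measured over 15 sec. Cells were seeded at 1,000/well and pre-cultured 4 h.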
Shiga inhibitor – blocks Shiga toxin action in Vero cells; inhibition, % at 38.7 µM; 290,000 compounds, 9.2% hits; AID 2315; Vero cells, Shiga toxin protein synthesis inhibition reporter; in the data active = inhibition mostly above about 28%, no sharp cut-off; inactive = mostly below about 43%; note: 0% is about no effect
Tb PYK inh – T. brucei pyruvate kinase inhibition; Q57TT1; TbPYK enzyme, Kinase-Glo Plus ATP luminescence, 45 min; Potency, µM (titrated, usually from 76.8 µM), for the others: top-dose activity, negative = inhibition, usual class: inhibitors; 410,000 compounds, 0.12% hits; note: potency is the fitted concentration of half-maximal effect; % is set by controls: 0 for no effect and ±100 for the full control effect; nearly all actives have a fitted effect of over 50% in size
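TbPYK + substrate in 50 mM TEA pH 7.2, 100 mM KCl, 10 mM MgCl2, 0.05% BSA, 0.01% Tween-20; cpd pinned; ADP 130 uM final; 45 min RT; Kinase-Glo Plus 10 min; luminescence endpoint.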
The depositor's hits bear a star; ? = inconclusive; . = no result given; & = joins results of further samples; [ ] = another dose, or the depositor's remark. Unless noted, calls come from the whole dose curve; as a rule, active = well fitted curve in the direction sought with a large enough effect; inconclusive = small, poorly fitted or top-dose-only effect, or another doubt; inactive = no such curve, though single readings can be large; an effect the other way counts as inactive or inconclusive.

canonical_smiles	Pf growth 96h	Pf growth 48h	LmPK inhibitor	Cycloheximide cs	HCV inh	Shiga inhibitor	Tb PYK inh
CS(=O)(=O)N1CCCC(C(=O)Nc2ccc(F)cc2F)C1 (stereo unspecified)	-22%	-3%	0%	-5	11%	-6	-5%
Cc1cc(C)n2nc(SCc3ccc(C#N)cc3)nc2n1	?	-5%	1%	-3	23%	24	1%
O=C(Nc1ccccc1N1CCOCC1)c1ccc(OCc2cscn2)cc1	-15%	-13%	-2%	-4	-24%	4	-7%
O=C(NC(=S)NCc1ccccc1)C1CC1	8%	30%	9%	-2	10%	1	-3%
O=C(c1cccc(C(F)(F)F)c1)C1CCCN(Cc2cccc(OCCO)c2)C1 (stereo unspecified)	?	17%	0%	-1	?	-18	-5%
O=C(O)C1C2C=CC(C3CC23)C1C(=O)O (stereo unspecified)	58%[activator]	5%	0%	1	7%	-2	11%
CC1CCN(S(=O)(=O)c2cnc[nH]2)CC1	?	0%	2%	4	12%	18	-4%
CCOC(=O)c1csc(NC(=O)CN2CCOCC2)n1	25%	0%	0%	-5	20%	-7	2%
Cc1ccc(NC(=O)c2ccnc(C(C)(C)C)c2)cc1	69%[activator]	40%[activator]	4%	16*	?	71*	-1%
CCc1ccccc1NC(=S)N(Cc1cccnc1)Cc1ccco1	8.3µM*	?	-4%	-3	17%	-7	-13%
COc1cccc(C(=O)NC(=S)N2CCN(c3ccc(C(F)(F)F)cc3[N+](=O)[O-])CC2)c1	?	-17%	6%	9	?	5	-2%
CCOc1ccc(N2C(=O)S/C(=C\c3ccc(O)c(OC)c3)C2=O)cc1	-7%	?	7%	1	-3%	11	-5%
Cc1cc(C)cc(NC(=O)c2cccc3c2C(=O)N(C2CCCCC2)C3)c1	12µM*	?	6%	-1	16%	-4	0%&-7%
CCOC(=O)c1nc2cc3n(c(C)c-2c1C)C(C)C(C)=C3C (stereo unspecified)	2.3µM*	7.4µM*	-2%	7	?	-8	-3%
COc1cccc(CN(C)C(=O)CNC(=O)c2ccc(-c3ccccc3)cc2)c1OC	?	?	0%	1	3.2µM*	-6	1%
COc1ccc(C2CCN(Cc3cccnc3)CC2O)cc1 (stereo unspecified)	-11%	0%	-3%	-2	12%	-7	-1%
COc1ccc(N2C(=O)CSCC2=O)cc1OC	20%	-14%	6%	-8	-2%	-19	-7%
COc1ccc(CCCc2n[nH]c(=S)n2C)cc1C	1%	4%	12%	7	-5%	-12	?
CC(C)Sc1cc(N2CCOCC2)nc(-c2ccc(Cl)cc2)n1	?	?	5%	-4	-26%	-2	-9%
CC1=C(C(=O)Nc2ccc(F)cc2)C(c2ccc(C)o2)C2=C(CC(C)(C)CC2=O)N1 (stereo unspecified)	?	-24%	4%	5	-1%	9	-4%
Cc1c(C(=O)N2CCCCC2)c(S(=O)(=O)Nc2ccc(F)cc2F)c(C)n1C	?	29%	0%	10	25%	2	1%
CCOC(=O)c1c(C(=O)OCC)c(C)n(CCc2ccc(OC)c(OC)c2)c1C	9.3µM*	?	0%	-3	-25%	-4	-8%
Cc1ccc(NC(=S)N2CCN(S(C)(=O)=O)CC2)cc1	10µM*	39%[activator]	5%	-1	23%	-5	-1%
CC(=O)N1CCN(c2ccc(N=Cc3c(O)n(Cc4ccccc4)c(=O)[nH]c3=O)cc2)CC1	0%	4%	6%	5	0%&7%	-4	1%
Cc1ccc(S(=O)(=O)NCCS(=O)(=O)N2CCN(c3ccccc3)CC2)cc1	53%[activator]	1%	2%	6	?	-6	3%&-12%
COc1ccc(CCNc2oc(-c3ccco3)nc2C#N)cc1	?	?	-3%	10	?	16	-9%
O=C(C1CC1)N1CCC(Oc2cccc(C(=O)N3CCCCC3CCO)c2)CC1 (stereo unspecified)	?	10%	1%	12	7%	-1	-5%
O=C(CNC(=O)c1ccco1)OCc1ccc(Br)cc1	?	-1%	-5%	-2	2%	31	-6%
COc1ccc2cc(C(N)=O)c(=Nc3ccccc3)oc2c1	?	74%[activator]	-2%	4	?	24	-1%
CCC(Sc1nc(N)c(NC(=O)c2ccc(OC)cc2)c(=O)[nH]1)C(=O)O (stereo unspecified)	48%[activator]	32%[activator]	4%	-4	20%	20	-6%
COc1ccccc1CCNC(=O)c1ccoc1C	13%	2%	-12%	19*	16%	32	3%
Cc1ccc(-c2nnn3c2nc(NCCc2ccc(S(N)(=O)=O)cc2)c2ccccc23)cc1	12%	-12%	-3%	7	-20%	7	5%
N#Cc1c(-c2ccccc2)nc2n1CCS2	25%	10%	-1%	1	28%	26	2%
C/C(=N/N=C/c1ccccc1O)c1ccccc1O	250%[activator]	1%[0.00184 µM]	-6%	43*	11%	89*	0%
CN(C)C1=NC(=O)/C(=C\c2ccccc2)S1	-5%	-22%	-7%	17	-9%	11	2%
Cc1cccc(C)c1NC(=O)N1CC=C(n2c(=O)[nH]c3ccccc32)CC1	?	?	-1%	-3	?	-16	6%
COc1cc(N)c(Br)cc1C(=O)O	?	28%	2%	-2	14%	4	-8%
Cc1cc2n(n1)C(c1ccc(N(C)C)cc1)Nc1ccccc1-2 (stereo unspecified)	2%	86%[activator]	1%	47*	?	48*	0%
O=C1CC(CCC(=O)NC2CC2)c2ccccc2N1 (stereo unspecified)	0%	-3%	9%	-3	17%	-6	-14%
Cc1ccccc1OCc1nnc(SCC(=O)NCc2ccccc2)n1C	.	-18%	-1%	-3	11%	-11	-2%

More compounds:
SMILES	Pf growth 96h	Pf growth 48h	LmPK inhibitor	Cycloheximide cs	HCV inh	Shiga inhibitor	Tb PYK inh
CCCCn1c(N)c(N(CCC(C)C)C(=O)C2CCCN(C(=O)c3ccc(Cl)cc3)C2)c(=O)[nH]c1=O (stereo unspecified)	?	0%	.	.	5%	.	2%
CN(C(=O)CSc1nnc(NCc2ccccc2)s1)C1CCS(=O)(=O)C1 (stereo unspecified)	7%	8%	2%	12	19%	-2	-6%
CC(C)n1ncc2c(C(=O)NCc3ccccc3CN(C)C)cc(C3CC3)nc21	?	12µM*	.	.	?	.	-3%
O=C(NCC(=O)N1CCN(c2ccccc2O)CC1)c1ccco1	0%	-6%	-9%	9	4%	15	0%
Cc1ccc(NC(=O)c2ccc3nc[nH]c3c2)cc1C	84%[activator]	120%[activator]	2%	46*	-8%	74*	-22%
CCOC(=O)c1oc2ccccc2c1NC(=O)CN1CCN(C)CC1	.	-16%	2%	-3	-24%	17	5%
Cc1ccc(C(=O)NC(NCC2CCCO2)C(Cl)(Cl)Cl)cc1 (stereo unspecified)	-24%	2%	-2%	1	-5%	6	-8%
Cc1ccccc1N(C(=O)c1ccccn1)C(C(=O)NCc1ccccc1)c1ccncc1 (stereo unspecified)	13%	6%	3%	1	16%	-6	-4%
Cc1nc2ccccc2c2oc(C(=O)NC3CC3)cc12	0%	.	6%	-4	-29%	-11	1%
O=C(O)c1c(Cl)c(Cl)c(Cl)c(Cl)c1C(=O)N1CCCCCC1	40%[activator]	54%[activator]	12%	-2	12%	-27	-15%

Reprinted from the part before: 3 compounds; new compounds follow.
SMILES	Pf growth 96h	Pf growth 48h	LmPK inhibitor	Cycloheximide cs	HCV inh	Shiga inhibitor	Tb PYK inh
Cc1ccccc1N(C(=O)c1ccccn1)C(C(=O)NCc1ccccc1)c1ccncc1 (stereo unspecified)	13%	6%	3%	1	16%	-6	-4%
Cc1nc2ccccc2c2oc(C(=O)NC3CC3)cc12	0%	.	6%	-4	-29%	-11	1%
O=C(O)c1c(Cl)c(Cl)c(Cl)c(Cl)c1C(=O)N1CCCCCC1	40%[activator]	54%[activator]	12%	-2	12%	-27	-15%
Cc1nc2c(C)c(C)c(C)c(C)c2nc1C	44%[activator]	?	-6%	-1	7%	-8	0%
O=C1Cc2ccccc2N1c1ccccc1	.	.	11%	-2	11%	-7	4%
Cc1ccc(C)c(COC(=O)c2cc([N+](=O)[O-])ccc2N2CCOCC2)c1	?	?	.	.	13µM*	.	2%
C[N+]1(CCOC(=O)C2(c3ccccc3)CCCC2)CCCCC1	10%	?	-3%	26	16%	53	4%
COCc1[nH][nH]c(=O)c1C=Nc1ccc(F)cc1F	30%	.	-3%	15	18%	-7	4%
COCCN(C(=O)c1ccccc1)c1nc(-c2ccc(OC)cc2)cs1	?	?	-13%	1	-4%	5	2%
O=C(/C=N/O)NCCCN1CCCCCC1	?	.	2%	-2	11%	-14	4%
CCc1ccccc1NC(=O)c1ccc(F)c(S(=O)(=O)N2CCC(C(N)=O)CC2)c1	4%	?	1%	-3	.	-10	2%
Cc1cc(C)cc(N(CC(=O)Nc2cccc(C)c2C)S(=O)(=O)c2c(C)[nH]c(=O)[nH]c2=O)c1	?	3%	1%	-3	1%	-1	-1%&-5%
OCCC1CN(Cc2ccc3cc(Cl)ccc3n2)CCN1Cc1ccsc1 (stereo unspecified)	5.2µM*	?	-7%	1	?	16	-11%
NC(=O)NC(=O)COC(=O)c1sc2ccccc2c1Cl	6%	51%[activator]	-3%	4	5%	-6	-27%
Cc1nc2n[nH]c(N)c2c2c1COC(C)(C)C2	11%	10%	2%	-3	-8%	-12	-9%
COc1ccc(Cl)c2sc(N3CCN(C(=O)C4=COCCO4)CC3)nc12	-43%	?	.	.	?	.	0%
Cn1c(CO)cnc1SCc1ccc([N+](=O)[O-])cc1	3%	31%[activator]	0%	6	?	5	1%

Compound profiles, as listed above. Order of values: Pf growth 96h | Pf growth 48h | LmPK inhibitor | Cycloheximide cs | HCV inh | Shiga inhibitor | Tb PYK inh
`Cn1c(CO)cnc1SCc1ccc([N+](=O)[O-])cc1` as listed: 3% | 31%[activator] | 0% | 6 | ? | 5 | 1%
`COc1ccc(Cl)c2sc(N3CCN(C(=O)C4=COCCO4)CC3)nc12` as listed: -43% | ? | . | . | ? | . | 0%

3 entries from above, reformatted:
Values run as follows: Pf growth 96h | Pf growth 48h | LmPK inhibitor | Cycloheximide cs | HCV inh | Shiga inhibitor | Tb PYK inh
- NC(=O)NC(=O)COC(=O)c1sc2ccccc2c1Cl
  6% | 51%[activator] | -3% | 4 | 5% | -6 | -27%
- Cn1c(CO)cnc1SCc1ccc([N+](=O)[O-])cc1
  3% | 31%[activator] | 0% | 6 | ? | 5 | 1%
- Cc1nc2n[nH]c(N)c2c2c1COC(C)(C)C2
  11% | 10% | 2% | -3 | -8% | -12 | -9%

Screening results: PubChem, National Center for Advancing Translational Sciences (NCATS)

The order is random; overall some 24% were active at least once.
